Screening data from PubChem.
Dengue-2 NS5 capping: Dengue-2 NS5 methyltransferase inhibitors, primary screen, biochemical, confirmation dose response (AID 588689); Genome polyprotein (Dengue virus type 2 (strain 16681-PDK53)); Dengue-2 NS5 methyltransferase capping enzyme assay, biochemical; higher % means a stronger effect; one-dose inhibition, % at 25 µM; IC50 in µM for titrated hits; 340,000 tested, 0.3% active; in the data active means a potency from the dose series; inconclusive means inhibition above about 29% without an active follow-up result
AID2073: inhibitors of Mint1-CaV2.2 protein interaction, biochemical, HTRF (AID 2073); Voltage-dependent N-type calcium channel subunit alpha-1B (Homo sapiens); HTRF protein-protein interaction, Mint1-CaV2.2; higher % means a stronger effect; inhibition, % at 20 µM, or IC50 in µM where a hit was titrated; 290,000 tested, 0.19% active; in the data active means inhibition mostly above about 51%, no sharp cut-off; inconclusive means no clear call, values can overlap the other calls; inactive means mostly below about 53%; further: some results filed as inactive read as strong as hits
XIAP displacement: XIAP antagonists, biochemical, IAP family, fluorescence polarization (AID 1018) | E3 ubiquitin-protein ligase XIAP (Homo sapiens) | XIAP BIR domain, fluorescence polarization peptide displacement; higher % means a stronger effect | displacement, % at 20 µM; hits with a dose series show IC50 in µM | 200,000 tested, 0.007% active; in the data active means displacement above about 50%; further: a part of the inactive calls stands beside numbers as strong as those of hits
Siah-1 displacement: Siah-1 peptide-binding antagonists, primary screen, biochemical, fluorescence polarization, rhodamine-plectin, uHTS (AID 1817). Siah-1 / rhodamine-plectin peptide fluorescence polarization; higher % means a stronger effect. displacement, % at 20 µM; hits with a dose series show IC50 in µM. 290,000 tested, 0.02% active;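 active means displacement of at least 50% at 20 µM, with a fluorescence ratio check between 0.3 and a set limit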;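 further: plate controls were Siah plus tracer with DMSO for no effect and tracer alone without Siah for full effect; strong numbers were not always called active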
HIV peptide binding: inhibitors of HIV fusion peptide binding, primary screen, biochemical, uHTS, fluorescence dequenching (AID 1986); cell-free peptide binding, fluorescence dequenching, 30 min; higher % means a stronger effect; one-dose inhibition, % at 20 µM; IC50 in µM for titrated hits; 290,000 tested, 0.3% active; in the data active means inhibition mostly above about 52%, no sharp cut-off; inactive means mostly below about 76%; further: some results filed as inactive read as strong as hits
RSV antiviral HEp-2: RSV antiviral activity via CPE protection, HEp-2 cells, primary 10 µM value included (AID 2391); HEp-2 cells, RSV-induced CPE inhibition; higher % means a stronger effect; one-dose CPE inhibition, % at 10 µM; IC50 in µM for titrated hits; 310,000 tested, 0.13% active; in the data active means a potency from the dose series; inconclusive means CPE inhibition mostly from about 23% at the one dose, without a potency; inactive means the rest, 99 in 100 with CPE inhibition below about 21%; further: strong numbers were not always called active
Large T inhibition: SV40 large T antigen inhibitors, biochemical (AID 1903); SV40 large T antigen ATPase/helicase inhibition assay; higher % means a stronger effect; 310,000 tested, 0.39% active; inhibition, % at 20 µM; hits with a dose series show IC50 in µM; in the data active means a potency from the dose series; inconclusive means inhibition mostly from about 32% at the one dose, without a potency; inactive means the rest, 99 in 100 with inhibition below about 32%; further: strong numbers were not always called active
Rac1 GTP hydrolysis: MgcRacGAP GTPase-activating activity inhibitors, confirmation, biochemical, ADP Hunter fluorescence | Rac GTPase-activating protein 1 (Homo sapiens) | MgcRacGAP-stimulated Rac1 GTP hydrolysis, ADP Hunter fluorescence; higher % means a stronger effect; GST-tagged Rac1 F28L mutant substrate | inhibition, % at 30 µM; hits with a dose series show IC50 in µM | 340,000 tested, 0.6% active | AID 624330, 2012;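 active means first-screen hits whose inhibition reached a set limit at any dose in the follow-up dose series; inconclusive means inhibition above the set first-screen limit but never retested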;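 further: fluorescence reports GDP produced by GAP-driven GTP hydrolysis; strong numbers were not always called active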
LYP inhibition: inhibitors of LYP phosphatase, biochemical, fluorescence intensity, uHTS (AID 1779). 290,000 tested, 0.054% active. one-dose inhibition, % at 11.5 µM; IC50 in µM for titrated hits. recombinant LYP phosphatase, fluorescence intensity; higher % means a stronger effect. Tyrosine-protein phosphatase non-receptor type 22 (Homo sapiens); in the data active means inhibition above about 50%;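 further: plate controls were vehicle with enzyme for no effect and no enzyme for full effect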
Starred values were filed as active, the others as inactive; ? = inconclusive; . = no result given.

SMILES | Dengue-2 NS5 capping | AID2073 | XIAP displacement | Siah-1 displacement | HIV peptide binding | RSV antiviral HEp-2 | Large T inhibition | Rac1 GTP hydrolysis | LYP inhibition
COc1ccccc1C1(CC(=O)N2CCOCC2)CCOC(C(C)C)C1 (configuration not stated) | 2% | 9% | -3.4% | -4% | 3.0% | 1.2% | 14% | 5% | 9%
O=C(Nc1ccncc1)c1ccc(N2CCCC2=O)cc1 | -7% | . | . | . | . | -1.1% | 10% | 5% | .
CC(C)CC(NC(=O)C1CCCCC1)C(=O)NCc1ccccn1 (configuration not stated) | -7% | -1% | -6.0% | 0% | -0.1% | 1.6% | 0% | 2% | -5%
O=C(/C=C/c1cccc([N+](=O)[O-])c1)Nc1cc(C(=O)O)cc(C(=O)O)c1 | -2% | 12% | -7.0% | -6% | 6.0% | -0.4% | 7% | 10% | -4%
O=C(C1CCCN1S(=O)(=O)c1cccc2nsnc12)N1CCCCC1 (configuration not stated) | 2% | -5% | . | 9% | -0.6% | -1.6% | -6% | 3% | -4%
COc1ccc(C(C)(C)NC(=O)C2CCC(=O)N(C3CCCC3)C2)cc1OC (configuration not stated) | -2% | 0% | . | 0% | 0.3% | 0.6% | 7% | 1% | -6%
CC(=O)c1sc(NC(=O)CCS(=O)(=O)c2ccc(C)cc2)nc1C | -12% | . | . | . | . | 0.0% | 16% | 4% | .
CCCCOc1ccc(/C=C/C(=O)Nc2ccc(C(N)=O)cc2)cc1 | 1% | 26% | 0.5% | 4% | 2.0% | 2.0% | 20% | -15% | -8%
Cc1cc(C)nc(SCc2nnc(SCC(=O)Nc3ccccc3C)n2Cc2ccco2)n1 | -11% | -3% | -3.3% | -3% | -0.3% | 3.3% | 0% | 6% | 3%
CC(C)(C)c1nc2c(s1)CCc1onc(-c3ccc(Cl)cc3)c1-2 | -6% | . | . | . | . | 1.2% | -10% | 6% | .
Cc1ccc(NC(=O)O/N=C/c2c(C)nn(C(C)(C)C)c2C)cc1Cl | 4% | -7% | . | -3% | -2.3% | 5.1% | 3% | 6% | -2%
CC1C(=O)CC(c2ccc([N+](=O)[O-])cc2)NC1c1ccc([N+](=O)[O-])cc1 (configuration not stated) | -1% | 46% | -5.3% | 4% | -0.8% | 6.7% | 13% | 4% | -7%
Cc1nc(-c2ccccc2O)n(S(=O)(=O)N(C)C)n1 | -7% | 9% | 2.3% | -2% | 0.4% | 5.6% | 12% | 4% | 2%
CC(Oc1cc2oc(=O)c3c(c2cc1Cl)CCC3)C(=O)NCCCN1CCOCC1 (configuration not stated) | -9% | 6% | . | 13% | 2.8% | -1.1% | 8% | 13% | -8%
O=C(CNC1CCCCC1)Nc1cc(S(=O)(=O)N2CCOCC2)ccc1Cl | -2% | 8% | -4.7% | 0% | -0.3% | 2.1% | 1% | 2% | -1%
COc1ccccc1C(=O)Nn1c(-c2cccs2)nc2ccccc2c1=O | -12% | -2% | -6.0% | 0% | -1.9% | 1.1% | 8% | -2% | -1%
COc1ccc(S(=O)(=O)N2CCC(C(=O)NCc3cccc(OC)c3)CC2)cc1 | 3% | -1% | -1.7% | -1% | 4.2% | 2.6% | -1% | 6% | 5%
CC(C)(C)OC(=O)NC(Cc1ccccc1)C(=O)O (configuration not stated) | 1% | 9% | . | 0% | -0.2% | 0.2% | 12% | -13% | -9%
O=C(CSc1nncs1)Nc1ccc(Cl)cc1C(F)(F)F | -1% | . | . | . | . | 0.7% | 3% | 6% | .
CCCCC(=O)NC(=S)NNC(=O)CC | 2% | -12% | -5.9% | 1% | -1.9% | 0.5% | 3% | 9% | -5%
COc1cc(CNn2cn[nH]c2=S)cc(Cl)c1OCc1ccccc1 | -3% | -38% | -5.9% | 1% | 0.0% | 3.7% | 3% | 2% | -2%
CCNC(=S)NCCN1CCCCC1 | -1% | 4% | -5.1% | 6% | -2.2% | 1.1% | 8% | 7% | -3%
COc1cc(C(c2c(O)cc(C)[nH]c2=O)c2c(O)cc(C)[nH]c2=O)ccc1O | 7% | -7% | . | 2% | -0.9% | 3.6% | 2% | 8% | -6%
CC12CCCC[C@@H]1CCC1C2CCC2(C)C1CC[C@@]2(O)CNCCO (some centres not stated) | -3% | 13% | . | -3% | -0.3% | 6.0% | 5% | 13% | -12%
CCCCCCOc1ccc(-c2ccc(C#N)cn2)cc1 | -3% | 7% | -0.4% | 8% | 0.2% | ? | 6% | 12% | 1%
The listing continues:
SMILES | Dengue-2 NS5 capping | AID2073 | XIAP displacement | Siah-1 displacement | HIV peptide binding | RSV antiviral HEp-2 | Large T inhibition | Rac1 GTP hydrolysis | LYP inhibition
CC1CCCCC1NCC#CCOc1ccc(Cl)cc1 (configuration not stated) | -11% | 10% | -3.3% | 8% | 1.4% | -2.6% | 2% | ? | -3%
O=C(Nc1ccc(N2CCOCC2)cc1)c1cnccn1 | -13% | 24% | . | -2% | 0.1% | 0.6% | 2% | 5% | -8%
COc1cccc(C(=O)NC2CC3CCCC(C2)N3CC(=O)Nc2ccccc2C(F)(F)F)c1 (configuration not stated) | 6% | -8% | . | -2% | -0.1% | 7.5% | -1% | 0% | -5%
Cc1nn(C)cc1/C=C/C(=O)c1cccs1 | -8% | 10% | -3.7% | 10% | 0.0% | 2.7% | 9% | 4% | -8%
Cc1cc(C)nc(NS(=O)(=O)c2ccc(N=Cc3c(C)[nH]n(-c4ccccc4)c3=O)cc2)n1 | -1% | -2% | 0.7% | 7% | 5.4% | 1.9% | 0% | 6% | 2%
CCn1cc(C(=O)NCCCOC)c(=O)c2cc(S(=O)(=O)N(C)C3CCCCC3)ccc21 | 1% | 5% | -4.8% | 2% | 1.0% | 0.8% | 18% | -3% | -4%
CCN(CC)CCCN(C(C)=O)c1nc(-c2cc(OC)ccc2OC)cs1 | -5% | 10% | -4.8% | 1% | 2.2% | -2.5% | -9% | 8% | -1%
CC(C)C[C@H](NC(=O)[C@@H]1Cc2c([nH]c3ccccc23)C2c3ccccc3C(=O)N21)C(=O)N1CCC[C@@H]1C(=O)O (some centres not stated) | -7% | 13% | . | 8% | 8.1% | 0.0% | . | 6% | -2%
COc1ccccc1C1C(C(N)=O)=C(C)Nc2nc(CCCO)nn21 (configuration not stated) | -7% | 13% | . | 3% | -0.1% | 1.8% | 6% | 3% | -4%
Cc1ccc(C(=O)Nc2nnc(-c3cccs3)s2)cc1C | -3% | 11% | -4.0% | 2% | 0.7% | . | 0% | 8% | -9%
Cc1cc(C(F)(F)F)c2c(C)nn(CCc3nn[nH]n3)c2n1 | -3% | 9% | -3.4% | 1% | 2.7% | 1.2% | 1% | 10% | -5%
COC(=O)C1CCN(C(=O)c2c(-c3ccccc3Cl)noc2C)CC1 | 5% | -1% | -13% | 3% | 0.2% | -0.1% | -3% | 6% | 2%
CN1CCN(C(=O)c2ccccc2NC(=O)c2ccccc2Br)CC1 | -1% | 20% | . | 5% | -0.4% | 0.5% | 27% | 5% | -9%
Cc1ccc(C)c(C(=O)N(C)CC(=O)Nc2ccccc2C(F)(F)F)c1 | -10% | -1% | -4.5% | -2% | -3.0% | 1.8% | 0% | 4% | -9%
COc1ccc(N(CC(=O)NCCc2ccccc2)C(=O)c2csnn2)cc1 | -1% | -4% | . | -5% | -0.2% | 0.9% | 5% | 11% | -9%
Cc1cccc2c(N=O)c(O)n(CCc3ccccc3)c12 | -9% | 17% | . | 0% | 2.1% | ? | 22% | 13% | 7%
Cc1cccc(C(=O)Oc2ccc(/C=N/NC(=O)c3ccc(O)cc3)cc2)c1 | -3% | 12% | . | 3% | -1.2% | 0.3% | 7% | 3% | -1%
CC1(C)CC(NC(=O)c2c(N)no[n+]2[O-])CC(C)(C)N1 | 4% | -11% | -5.5% | 6% | -1.2% | 3.6% | 0% | 4% | -6%
Cc1ccc(C(=O)c2c(NC(=O)c3ccccc3)sc(C)c2C)cc1 | 9% | -8% | -9.7% | 2% | 4.3% | 9.6% | 5% | 16% | 12%
CCC(C)(O)c1[nH]c2ccc(C#N)cc2c1C (configuration not stated) | -5% | 9% | . | -1% | 1.5% | 1.1% | 15% | 5% | -14%
Cn1c(SCC(=O)Nc2nccs2)nnc1-c1ccccn1 | -8% | 7% | . | 2% | -0.6% | 2.4% | 13% | 5% | -16%
CCN(CC)S(=O)(=O)c1cccc(C(=O)N2CCCc3ccccc32)c1 | -1% | 4% | . | -3% | 0.9% | 3.9% | 17% | 8% | -8%
CCC(C)NC(=O)Nc1ccccc1F (configuration not stated) | 3% | -4% | -17% | -6% | -2.6% | 1.7% | 8% | 5% | -2%
CC(C)(C)C(=O)Nc1ncccc1C(O)c1cccc(C(F)(F)F)c1 (configuration not stated) | 1% | -2% | -3.8% | 0% | -0.7% | 0.8% | 10% | 3% | -6%
O=C(COC(=O)CCC(=O)c1ccc(F)cc1)Nc1nnc(-c2ccccc2)o1 | -1% | . | . | . | . | -0.4% | 11% | 3% | .

In a second layout: entries from further up
The line under a structure holds: Dengue-2 NS5 capping	AID2073	XIAP displacement	Siah-1 displacement	HIV peptide binding	RSV antiviral HEp-2	Large T inhibition	Rac1 GTP hydrolysis	LYP inhibition
- COc1cc(CNn2cn[nH]c2=S)cc(Cl)c1OCc1ccccc1
 : -3%	-38%	-5.9%	1%	0.0%	3.7%	3%	2%	-2%
- Cc1ccc(C(=O)Nc2nnc(-c3cccs3)s2)cc1C
 : -3%	11%	-4.0%	2%	0.7%	.	0%	8%	-9%
- CC(C)CC(NC(=O)C1CCCCC1)C(=O)NCc1ccccn1 (configuration not stated)
 : -7%	-1%	-6.0%	0%	-0.1%	1.6%	0%	2%	-5%
- O=C(Nc1ccc(N2CCOCC2)cc1)c1cnccn1
 : -13%	24%	.	-2%	0.1%	0.6%	2%	5%	-8%

Further compounds:
SMILES | Dengue-2 NS5 capping | AID2073 | XIAP displacement | Siah-1 displacement | HIV peptide binding | RSV antiviral HEp-2 | Large T inhibition | Rac1 GTP hydrolysis | LYP inhibition
CCOC(=O)c1sc(N2C(=O)C(O)=C(C(=O)c3ccco3)C2c2ccc(C)o2)nc1C (configuration not stated) | -2% | -8% | . | 1% | 20% | 2.8% | 7% | 12% | -4%
COc1cc(/C=C(\NC(C)=O)C(=O)Nc2ccc(NC(C)=O)cc2)ccc1OC(C)=O | -4% | -4% | -3.5% | 0% | -0.4% | 2.4% | 9% | 13% | 1%
C/C(=C\COc1cc(=O)[nH]c2ccccc12)CCC(O)C(C)(C)O (configuration not stated) | -11% | 23% | -1.5% | 8% | -0.8% | 4.1% | 3% | -11% | -1%
O=C1NC2(CCCCC2)N=C1c1ccccc1 | -1% | -7% | -3.3% | 2% | -1.6% | 0.6% | 3% | -5% | -7%
Cc1ccc(-n2ccnc(SCC(=O)NC3CCCCC3)c2=O)cc1F | 16% | . | . | . | . | -1.1% | 37% | 8% | .
CC(O)Cn1c(N2CCCC2)nc2c1c(=O)n(C)c(=O)n2C (configuration not stated) | 6% | -1% | . | 3% | -2.2% | 1.3% | 7% | 7% | -7%
